# M1 PAM parental: nonselective calcium activators in parental CHO-K1 cells, primary screen, counter-screen for M1 PAM project, cell-based, Fluo-8 calcium fluorescence, full deck, 1536-well; activation, % at 3 µM; ATP EC20; 0% at ATP EC20, 100% at ATP max; AID 602247, 2012; actives 0.02% (n = 360,000);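 active means activation above the run cutoff, the mean activation of all test compounds plus 3 SD, cut at about 40% in these data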;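 further: peak over basal fluorescence ratio in a 140 s read after ATP addition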
# GPR7 antag: GPR7 receptor antagonists, primary screen, cell-based, fluorescence, single concentration; actives 1.1% (n = 290,000); AID 1861, 2009; GPR7-expressing cells, fluorescence antagonist assay; inhibition, % at 4.4 µM; in the data active means inhibition above about 16%, passing the limit was not always enough;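 further: cells stimulated with the agonist NPW; 0% = agonist with vehicle and 100% = vehicle without agonist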
# Target sequence (P48145 whole entry, looked up): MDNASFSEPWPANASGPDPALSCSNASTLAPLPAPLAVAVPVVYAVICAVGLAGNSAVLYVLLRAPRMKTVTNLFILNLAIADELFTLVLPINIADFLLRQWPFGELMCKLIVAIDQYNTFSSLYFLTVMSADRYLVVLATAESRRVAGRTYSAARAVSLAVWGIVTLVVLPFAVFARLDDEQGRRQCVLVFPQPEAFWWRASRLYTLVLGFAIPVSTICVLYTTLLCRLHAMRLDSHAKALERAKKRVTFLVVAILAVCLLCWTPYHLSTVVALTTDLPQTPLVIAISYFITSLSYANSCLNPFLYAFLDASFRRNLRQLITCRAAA
# CHO-K1 Ca ag: counter-screen for M1 agonists: effect in parental CHO-K1 cells. Fluo-8 calcium fluorescence; scaled to maximal ATP response, vehicle zero. activation, % at 3 µM. actives 0.48% (n = 360,000). AID 602248, 2012; in the data active means activation above about 15%;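 further: untransfected CHO-K1 host cells lacking M1 receptor as counterscreen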
# OXTR agonist: human OXTR agonists, primary screen, fluorescence, CHO-OTR cells, Fluo-8 calcium | Oxytocin receptor (Homo sapiens), P30559 | Fluo-8 calcium fluorescence; normalized: DMSO 0%, oxytocin 100% | activation, % at 3 µM | actives 0.32% (n = 320,000);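 active means activation above the mean of all tested compounds plus 3 SD, cutoff set per screening run, cut at about 20% in these data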;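 further: peak over basal fluorescence ratio from a 100 s FLIPR kinetic read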
# Target sequence (P30559 whole entry, looked up): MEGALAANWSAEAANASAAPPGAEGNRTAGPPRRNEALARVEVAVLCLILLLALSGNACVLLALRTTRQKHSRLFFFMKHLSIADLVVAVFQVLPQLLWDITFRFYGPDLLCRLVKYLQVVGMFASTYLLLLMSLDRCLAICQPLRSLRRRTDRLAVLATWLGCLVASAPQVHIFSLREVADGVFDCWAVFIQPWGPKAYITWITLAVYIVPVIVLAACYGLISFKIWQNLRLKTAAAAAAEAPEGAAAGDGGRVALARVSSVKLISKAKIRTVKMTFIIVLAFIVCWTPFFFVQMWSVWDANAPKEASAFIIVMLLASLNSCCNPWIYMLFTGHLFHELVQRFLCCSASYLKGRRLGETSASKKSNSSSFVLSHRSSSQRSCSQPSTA
# V1R ag counter: agonists of human V1a receptor, primary screen, counter-screen for OXTR agonist project, fluorescence, CHO-V1R cells; Vasopressin V1a receptor (Homo sapiens), P37288; Fluo-8 calcium fluorescence, agonist mode; 0% DMSO, 100% 3 nM vasopressin; activation, % at 3 µM; actives 0.25% (n = 320,000);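 active means activation above the mean activation of all tested compounds plus 3 SD, per screening run, cut at about 20% in these data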;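 further: signal is peak over basal fluorescence ratio across a 100 second FLIPR read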
# TAAR1 antag: human TAAR1 antagonists, primary screen, Fluo-8 calcium fluorescence, CHO RD-HGA16 cells. Trace amine-associated receptor 1 (Homo sapiens), Q96RJ0. antagonist. inhibition, % at 3 µM. actives 1.5% (n = 360,000);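 active means inhibition above a per-plate cutoff, the mean inhibition of test compounds on that plate plus 3 SD, cut at about 49% in these data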;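 further: 0% = DMSO plus EC80 beta-PEA response and 100% = DMSO alone without agonist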
# Target sequence (Q96RJ0 whole entry, looked up): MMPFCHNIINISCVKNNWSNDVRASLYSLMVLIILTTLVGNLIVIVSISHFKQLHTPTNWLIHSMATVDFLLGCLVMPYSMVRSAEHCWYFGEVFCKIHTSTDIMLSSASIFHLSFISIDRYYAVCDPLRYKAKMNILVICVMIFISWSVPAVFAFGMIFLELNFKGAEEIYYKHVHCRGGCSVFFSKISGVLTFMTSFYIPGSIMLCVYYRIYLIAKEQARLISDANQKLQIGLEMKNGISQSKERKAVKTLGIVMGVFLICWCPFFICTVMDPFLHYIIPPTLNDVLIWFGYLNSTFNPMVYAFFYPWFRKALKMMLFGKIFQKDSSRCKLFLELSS
#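 Material: CHO RD-HGA16 cells bearing hTAAR1; compound dosing: one-point dosing, 3 µM nominal final; schedule: dye loading 75 min at 37 °C, then 30 min room temperature; measured by: calcium fluorescence with Fluo-8; control set: vehicle and agonist controls; replication: n of 1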
# CHO parental Ca: ATP-evoked calcium signal inhibitors, parental CHO, primary screen, counter-screen for OX1R antagonist project, cell-based, fluorescence, Fluo-8 calcium dye. actives 0.63% (n = 330,000). inhibition, % at 5.6 µM. parental CHO-K1, ATP-induced calcium, Fluo-8 fluorescence;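 active means inhibition above that plate's mean sample inhibition plus 3 SD, cut at about 26% in these data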;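 further: 0% = ATP-challenged DMSO wells and 100% = DMSO wells without ATP; some compounds past the cut are filed as inactive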
#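 Material: parental CHO cells / Compound: single nominal dose of 5.6 µM per compound / Signal: Fluo-8 fluorescence / Replicates: singlicate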
# CHO-K1 Ca antag: M1 antagonist counterscreen hit in parental CHO-K1 cells; AID 602250; inhibition, % at 3 µM; actives 0.6% (n = 360,000); ATP-induced calcium, Fluo-8 fluorescence;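 active means inhibition above a per-plate cutoff, the plate's mean sample inhibition plus 3 SD, cut at about 24% in these data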;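 further: 0% = DMSO plus EC80 ATP and 100% = DMSO alone without ATP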
# OXTR potentiate: human OXTR potentiators, primary screen, fluorescence, CHO-OTR cells, Fluo-8 calcium; actives 0.061% (n = 320,000); Fluo-8 calcium fluorescence, potentiator mode; 0% = oxytocin EC15, 100% = EC100; AID 2445, 2010; activation, % at 3 µM; Oxytocin receptor (Homo sapiens), P30559;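 active means activation above that plate's cutoff, the mean activation of tested compounds plus 3 SD, cut at about 6.6% in these data, passing the limit was not always enough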;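 further: 100% uses oxytocin at 75 nM as the full agonist control; some results filed as inactive read as strong as hits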
#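 Dosing: Single dose, 3.0 µM nominal final compound concentration | Material: Human OTR in CHO cells | Technique: Kinetic Fluo-8 calcium fluorescence | Benchmarks: EC15 oxytocin alone as 0%, 75 nM oxytocin as 100% | Probe or stimulus: Oxytocin at about EC15, sub-maximal agonist stimulus | Incubation: Compound 6 min at room temperature before oxytocin, 100 s read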
# Active calls of the source: *; . = not tested or not shown; & = joins results of further samples.
SMILES	M1 PAM parental	GPR7 antag	CHO-K1 Ca ag	OXTR agonist	V1R ag counter	TAAR1 antag	CHO parental Ca	CHO-K1 Ca antag	OXTR potentiate
CCOC(=O)c1ccc(NC(=S)N2CCN(c3ccccn3)CC2)cc1	11.1	-6.3	0.8	1.2	1.5	0.5	-10.5	-18.1	-11.5
CCc1ccc(NC(=O)Cn2nnc(C(=O)NCc3ccco3)c2N)cc1	6.3	13.2	1.3	-0.4	1.0	-16.2	4.1	-18.4	-5.8
Cc1ccc(Cn2c(CCC(=O)O)nc3ncccc3c2=O)cc1	-3.4	-3.9	0.0	.	.	10.7	.	-10.8	.
CNc1nc(Sc2cccc(C(F)(F)F)c2)cc(C(F)(F)F)n1	3.0	-10.7	-0.5	-1.1	-0.5	17.1	-5.0	-0.3	-7.4
O=C(Oc1c(Br)cc(Br)c2cccnc12)N1CCCCC1	14.8	-10.2	0.4	-3.2	-1.5	12.0	-32.1	-5.4	-22.8
C/C(CCc1ccccc1)=N\NC(=S)NCCc1ccccc1	4.9	-1.5	-0.6	-1.3	-0.7	13.9	-1.2	-6.0	-2.9
CCNC(=O)C1(C)CCN(C(=O)c2ccccc2)C1 (stereo not drawn)	5.9	.	-0.3	.	.	-16.6	.	-3.3	.
COC(=O)c1ccc(COC(=O)C2CCN(S(=O)(=O)c3ccc(C)c(C)c3)CC2)o1	-2.4	.	-0.2	-1.6	0.2	1.1	-6.8	1.1	-8.0
O=C(CCCCCN1C(=O)c2ccccc2C1=O)Oc1ccc2c3c(c(=O)oc2c1)CCC3	-8.5	-7.0	0.4	1.8	1.9	31.5	-10.3	4.6	-8.7
Cc1nnc(NC(=O)CSCc2ccccc2)s1	10.3	-6.9	-0.3	-0.4	0.2	-12.6	-6.1	-2.7	1.4
CCOC(=O)C1=C(O)/C(=C\c2ccc(CNC(=O)C(=O)Nc3ccccc3)o2)N=C1C	-8.7	-2.7	-0.4	-1.9	-0.1	2.5	-1.1	28.2*	-4.5
CC(C)=CCC/C(C)=C/CNC(=O)C[C@H]1C[C@H](C(=O)N2CCCCC2)[C@@]2(CCc3ccccc3)c3[nH]c4cc(-c5ccco5)ccc4c3CCN2C1=O	0.7	.	0.4	.	.	.	-10.1	-3.4	.
Cc1ccccc1OC(C)C(=O)NC1CCCC1 (stereo not drawn)	16.8	-5.7	0.5	-2.0	-0.9	-4.4	-8.1	-4.5	2.4
O=C(NC(=S)Nc1ccc(N2CCOCC2)cc1)c1cccc(Cl)c1	-5.8	1.0	0.7	1.1	2.6	2.0	-13.3	18.4	-4.5
COc1ccc(-c2cc3ccccc3cn2)cc1	3.9	.	-0.4	-1.7	-0.7	2.6	-14.6	-9.8	-4.1
CCNc1nc(N)nc(-c2cc(Cl)ccc2O)n1	19.3	-8.1	0.4	-2.4	0.3	.	-16.8	-12.3	4.7
O=C(Cc1ccccc1)NNC(=O)Cc1ccccc1	-8.7	-1.3	-0.3	0.5	1.0	-1.8	-8.7	5.5	4.3
COc1ccc(-c2ccc(=O)n(CC(=O)Nc3cccc(O)c3)n2)cc1OC	19.2	-11.5	0.1	-0.4	1.1	-0.3	-13.8	-6.4	0.2
Cn1c(SCC(=O)NC2CCCC2)nnc1-c1ccco1	6.0	8.9	0.2	0.6	0.1	2.8	5.8	-2.9	-7.3
C[C@@H](NC(=O)c1[nH]cnc1C(=O)Nc1ccccc1)c1ccccc1	21.7	.	2.6	0.0	-0.3	21.2	-19.2	-20.0	-5.4
Cc1ccc(Nc2ccc3nonc3c2[N+](=O)[O-])cc1	12.0	3.7	-0.4	-2.1	-0.7	-2.6	-16.6	-5.3	-8.0
CCC(=O)[C@@]1(C)[C@H](C)C[C@H]2[C@@H]3CCC4=CC(=O)C=C[C@]4(C)[C@H]3[C@@H](O)C[C@@]21C	4.3	.	0.0	0.2	1.2	-16.4	-6.2	-7.9	-16.8
Cc1noc(C)c1S(=O)(=O)NC(=O)C1(C)CCN1C(=O)Cc1ccc(-c2ccccc2)cc1 (stereo not drawn)	15.5	.	2.5	.	.	-3.1	.	-14.4	.
CN(C)/N=C/C=C1\CCC/C(=C\c2ccc(F)c(F)c2)C1=O	-7.0	-0.1	5.2	10.2	8.9	14.5	-16.0	11.4	-9.5
OCCN=Cc1c(O)[nH]c2ccccc12	15.0	-1.5	4.8	0.5	-0.4	15.1	-9.2	-2.4	-16.0
COc1cccc(CN2CCN(Cc3ccc(O)cc3)CC2CCO)c1 (stereo not drawn)	-19.6	11.5	-0.2	2.3	0.5	7.2	-12.6	10.3	-16.3
CCN(CC)CCCN(C(C)=O)c1nc(-c2cc(OC)ccc2OC)cs1	15.4	-4.8	0.3	-0.2	-0.3	5.3	-19.3	-7.2	-8.5
Cc1c(N=C/C=C2/N(C)c3ccccc3C2(C)C)c(=O)n(-c2ccccc2)n1C	13.8&17.7	-3.9	0.9&1.2	0.3	1.7	16.8&7.1	-1.2	-18.5&-8.2	-8.3
Fc1ccc(CN2CCN(c3ncnc4scc(-c5ccc(F)cc5)c34)CC2)cc1	14.8	21.1	1.8	0.5	-0.9	9.4	-6.1	4.3	-14.4
CCn1c(SCC(=O)NNC(=S)Nc2ccccc2)nnc1-c1ccc(Cl)cc1	8.0	-9.5	0.5	-1.7	-0.3	-8.3	-6.5	-4.7	-0.5
Cc1ccc(CN2CC(C(=O)NNC(=O)Cn3ccc(C(F)(F)F)n3)CC2=O)cc1 (stereo not drawn)	-4.3	.	-0.2	1.0	0.1	-2.7	-6.2	-6.6	-3.5
CCc1ccccc1NC(=O)CSc1nc2ccccc2nc1N1CCOCC1	8.6	26.4*	-0.1	-2.1	-0.8	-18.9	-5.1	6.7	2.6
CCOc1ccccc1OCCCNCc1ccccc1	-1.4	-1.3	1.1	1.1	2.1	-6.2	-16.7	-5.2	7.9
Nc1ccccc1C(=O)N1O[C@@H]2C=C[C@H]1C2	16.1	.	0.3	.	.	-14.2	-2.3	-31.0	.
O=C(CC1C(=O)NCCN1C(=O)Nc1ccc(F)cc1)Nc1cc(Cl)ccc1Cl (stereo not drawn)	15.2	-1.8	1.0	-1.0	0.1	0.9	-12.8	-13.3	1.1
FC(F)(F)c1cc(-c2ccccc2)nc(NCc2cccs2)n1	24.0	-11.3	0.3	-1.0	-0.1	-11.5	-35.6	-6.6	-6.4
CC(=O)c1cccc(Nc2cc(C)nc3ccccc23)c1	16.7	-9.7	0.9	-0.3	0.4	-9.5	3.9	-18.9	-6.0
C=CCN=c1sc(C(=O)OC)cc(=O)n1CC=C	-0.9	-16.8	-0.1	-0.9	-0.8	12.5	-5.7	2.6	-2.6
CCC1SC2=NC(C)=C(C(=O)OC)C(c3ccc(C(=O)OC)cc3)N2C1=O (stereo not drawn)	5.0	-9.5	-0.1	-1.2	-0.8	-10.1	-15.0	-10.5	-7.2
O=C(COC(=O)COc1cccc(F)c1)NCCC1=CCCCC1	8.5	-4.8	0.7	-0.6	-0.8	13.8	-0.2	-7.3	11.6
CCC(=O)N/N=C(\C)CC(=O)Nc1ccc2c(c1)OCCO2	-10.3	-15.3	0.1	0.3	0.2	-32.7	-0.5	0.0	-12.8
Cc1nc(N2CCC(C)CC2)c2c(C)c(C(=O)O)sc2n1	-4.3	9.7	-0.1	-0.1	0.6	-2.1	-3.9	10.3	3.0
NC(=O)C1CCN(C(=O)CC2C(=O)NCCN2Cc2cccc(Oc3ccccc3)c2)CC1 (stereo not drawn)	4.7	9.0	0.4	0.0	1.9	5.0	-2.2	-2.6	-9.2
COc1ccc(NC(=O)C[C@H]2C(=O)N(c3ccccc3)C[C@@H]2CSC)cc1	22.7	.	2.0	.	.	11.2	.	-15.1	.
COc1ccc(OC)c(S(=O)(=O)Nc2cc(C(=O)O)ccc2N2CC3CC(C2)c2cccc(=O)n2C3)c1 (stereo not drawn)	-1.9	1.0	0.6	0.7	0.4	-7.7	2.0	-8.3	-14.0
CCn1nc(C)c(CNC(=O)c2cc(COc3ccc(F)cc3Cl)on2)c1C	4.5	0.6	11.8	11.4	11.6	-0.3	15.3	-1.6	-7.6
COc1ccc(/C(C)=N\NS(=O)(=O)c2ccccc2)cc1OC	-3.0	-3.8	-0.7	-1.7	0.1	-8.7	-5.3	3.7	1.3
Cc1cc(N2CCCC2)ccc1NC(=O)COc1ccc(Cl)cc1	-10.7	.	0.3	0.4	0.7	-7.5	-18.4	-2.1	-6.2
Cc1ccc(NC(=O)CSc2nc3sc(C)cc3c(=O)n2C)cc1	-12.6	-12.0	0.6	0.6	1.4	-15.5	-7.2	3.8	0.8
O=C(COc1ccccc1Cl)N1CCN(c2ccc([N+](=O)[O-])c(N3CCOCC3)c2)CC1	18.7	9.5	3.6	3.3	4.7	-8.6	-14.1	-5.1	-2.3

# Continued:
SMILES	M1 PAM parental	GPR7 antag	CHO-K1 Ca ag	OXTR agonist	V1R ag counter	TAAR1 antag	CHO parental Ca	CHO-K1 Ca antag	OXTR potentiate
C=CCNC(=O)NC(=O)COC(=O)C(C)Oc1ccc(Cl)cc1Cl (stereo not drawn)	15.9	-4.6	1.2	-1.3	-1.1	-15.0	-16.9	-12.7	-9.3
CCOc1ccc(N2CC(C(=O)Nc3ccc(N4CCOCC4)cc3)CC2=O)cc1 (stereo not drawn)	11.8	6.4	-0.2	-0.7	-0.5	-3.2	-10.8	1.6	-2.4
S=c1[nH]nc(C2CCCCC2)n1/N=C/c1ccc(Br)s1	8.2	4.7	0.4	-2.1	-0.6	-24.0	-1.1	-11.9	-20.6
COc1ccc(/C=C(\C#N)C(=O)Nc2ccccn2)cc1	-3.0	-13.3	6.4	-0.2	1.0	-11.2	-16.2	2.2	-9.0
Cc1cc(C)nc(N(C#N)CCOc2ccccc2)n1	-0.7	-3.5	0.2	-0.3	0.0	-8.8	-3.6	7.9	-6.9
COc1ccc(CCNC(=O)Cn2c(=O)n(-c3ccc(F)cc3)c(=O)c3sccc32)cc1OC	9.8	-3.4	-0.6	.	.	-66.6	.	-3.9	.

# Screens (PubChem BioAssay)
